# Compound activity: PubChem, Johns Hopkins Ion Channel Center
# CHT block – human CHT choline transport inhibition | Q9GZV3 | CHT-expressing cells, membrane potential dye, choline response; active compounds read low | B-score at 10 µM | 310,000 tested, 0.86% active | AID 488975;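 active means B-score over 3 SD under the library average, and starting fluorescence ratio not unusually high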;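 further: choline stimulus applied at its EC90 after an EC20 pre-addition; B-score computed on integrated fluorescence ratio after choline addition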
# Target sequence (Q9GZV3 whole entry, looked up): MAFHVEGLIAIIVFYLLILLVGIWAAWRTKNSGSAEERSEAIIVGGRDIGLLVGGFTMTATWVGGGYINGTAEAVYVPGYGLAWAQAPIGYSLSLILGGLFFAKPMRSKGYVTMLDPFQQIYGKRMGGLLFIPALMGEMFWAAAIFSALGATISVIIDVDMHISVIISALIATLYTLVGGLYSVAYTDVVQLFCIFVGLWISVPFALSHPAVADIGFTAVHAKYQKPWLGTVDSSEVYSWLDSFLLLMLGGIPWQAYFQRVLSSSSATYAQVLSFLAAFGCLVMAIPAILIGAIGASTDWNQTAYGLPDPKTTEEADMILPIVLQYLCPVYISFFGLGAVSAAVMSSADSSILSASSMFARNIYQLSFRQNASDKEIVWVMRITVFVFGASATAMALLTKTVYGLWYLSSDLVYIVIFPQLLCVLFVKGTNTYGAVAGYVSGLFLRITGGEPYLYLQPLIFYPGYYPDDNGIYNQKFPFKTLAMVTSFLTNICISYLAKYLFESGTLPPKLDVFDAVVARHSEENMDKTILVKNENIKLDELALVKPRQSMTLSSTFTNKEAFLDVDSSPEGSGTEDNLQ
# Kir21 block – Kir2.1 (mouse) channel inhibition. P35561. HEK293-Kir2.1, FluxOR thallium flux fluorescence; active compounds read low. B-score at 10 µM. 310,000 tested, 0.85% active;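 active means fluorescence ratio B-score at or below minus 3 SD of library scores, with starting-brightness B-score within 2 SD, cut at about -4.2 in these data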;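 further: channel flux triggered by added potassium and thallium sulfate stimulus; B-score of peak minus minimum fluorescence over baseline after thallium stimulus; more negative B-score means stronger Kir2.1 block with less thallium influx; some compounds called inactive have numbers as strong as hits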
# Target sequence (P35561 whole entry, looked up): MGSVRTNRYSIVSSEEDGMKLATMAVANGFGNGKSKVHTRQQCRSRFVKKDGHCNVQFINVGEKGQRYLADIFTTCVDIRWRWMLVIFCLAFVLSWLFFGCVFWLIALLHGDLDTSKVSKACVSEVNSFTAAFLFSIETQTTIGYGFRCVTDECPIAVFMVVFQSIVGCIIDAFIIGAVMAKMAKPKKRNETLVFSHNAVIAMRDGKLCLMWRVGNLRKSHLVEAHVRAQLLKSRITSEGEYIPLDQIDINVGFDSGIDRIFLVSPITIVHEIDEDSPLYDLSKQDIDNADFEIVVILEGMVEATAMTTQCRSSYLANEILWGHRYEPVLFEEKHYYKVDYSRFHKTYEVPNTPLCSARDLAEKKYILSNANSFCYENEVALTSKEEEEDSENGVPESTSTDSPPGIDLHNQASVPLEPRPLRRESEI
# KCNQ2 block – KCNQ2 channel blockers in CHO-K1 cells – cell-based, FluxOR thallium flux, B-score, primary screen (AID 2156); B-score at 10 µM; 310,000 tested, 1.1% active; 20 min; active compounds read low;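 active means fluorescence ratio B-score at most minus 3 library SDs, with starting brightness B-score within 2 library SDs, cut at about -5.5 in these data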
# * marks the source's active call; other numbers are inactive results; i = inactive; . = not tested or not shown. An unsorted share of the library; about 2.6% have a hit in one of these screens.
entry	mol	CHT block	Kir21 block	KCNQ2 block
1	CCC(C(=O)NC1CCN(C)CC1)c1ccccc1 (configuration not stated)	i	-0.59	i
2	Cc1c(Cl)cccc1NC(=O)[C@@H](NC(=O)c1ccccc1Cl)C(C)C	i	-2.3	i
3	Cc1cc(=O)n(CCCc2ccccc2)[nH]1	i	0.48	i
4	COc1cc(/C=C(\C#N)C(=O)Nc2cccc(C(=O)O)c2)ccc1OCc1ccc(Cl)cc1	i	0.01	i
5	Cc1cccc(NC(=O)NC2(C(=O)NCc3ccco3)CCCCC2)c1	i	0.36	i
6	O=C(CNC(=S)N(Cc1ccccc1)Cc1cccs1)NCc1ccc(F)cc1	.	-0.37	i
7	O=C(NC1CC1)c1c(O)c2ccccc2[nH]c1=O	i	-1.8	i
8	Cc1cnc(C(=O)OCC(=O)N2CCc3ccccc32)cn1	i	0.51	i
9	C/C(=N/NS(C)(=O)=O)c1ccc2ccccc2c1	i	-0.56	i
10	O=C(NCCCN1CCOCC1)c1ccc(Cl)c(S(=O)(=O)N2CCCCCC2)c1	-8.3*	0.72	i
11	COCCNc1nc(N)c([N+](=O)[O-])c(NC2CCCCC2)n1	i	0.76	i
12	Cc1ccc(OCC(=O)N(Cc2ccc(N(C)C)cc2)C2CCS(=O)(=O)C2)cc1C (configuration not stated)	i	-1.1	i
13	CC(=O)Nc1ccc(NC(=O)C(C)NC(C)c2cccc3ccccc23)cc1 (configuration not stated)	i	-1.7	i
14	CCCNC(=O)c1c(Cl)cnn1-c1ccc(C)cc1	i	-0.11	i
15	CCOC(=O)c1sc(/N=C/C2=C(O)CC(C)(C)CC2=O)c(C(=O)OCC)c1C	i	0.43	i
16	COc1ccc(CN2C(=O)c3cccnc3C2=O)cc1S(=O)(=O)NC1CCCCC1C (configuration not stated)	i	1.1	i
17	Cc1ccc(C(=O)C2CCN(CC(=O)NCc3ccc(F)cc3)CC2)cc1	i	0.34	i
18	CC1(C)Cc2c(cnn2-c2ccc(F)cc2)C(NC(=O)c2ccco2)C1 (configuration not stated)	i	0.86	i
19	CC(C)n1c(-c2ccc(C(C)(C)C)cc2)n[nH]c1=S	i	0.87	i
20	Cc1ccc(C(=O)Nc2scc(-c3ccccc3)c2C(=O)O)o1	i	0.67	i
21	C=CCN1C(=O)/C(=C\c2ccc(Cl)cc2)N=C1SCC(=O)NC1CCCCC1	i	2	i
22	CCS(=O)(=O)Nc1ccc(-c2cc(-c3ccccc3)c3cc(C)ccc3n2)cc1	i	0.51	i
23	COc1cc(CN2CCc3ccccc3C2)ccc1O	i	-0.01	i
24	C=C1CCN([C@@H](CC(C)C)C(=O)NCc2ccco2)S(=O)(=O)c2ccccc21	i	-0.02	i
25	O=C(NC1CCCCC1)C1c2ccccc2C(=O)N1Cc1ccc2c(c1)OCO2 (configuration not stated)	i	1	i
26	Cc1ccc(-c2nc(C3CCCN(S(=O)(=O)c4ccc(C(C)(C)C)cc4)C3)no2)cc1 (configuration not stated)	i	0.82	i
27	CCOc1ccc(N(C(=O)CNC(=O)c2ccco2)C(C(=O)NC2CCCC2)c2cccnc2)cc1 (configuration not stated)	i	1.6	i
28	CCOc1ccc2nc3sc(C(=O)N4CCN(C)CC4)c(N)c3cc2c1	i	0	i
29	CCN(C(=O)Cn1c(=O)oc2ccccc21)c1cccc(C(F)(F)F)c1	i	-0.5	i
30	Clc1ccc(Cc2ccccc2)nn1	i	0.17	i

# Screen by screen, quoted from above:
# Kir21 block for nos. 22–25 → 0.51, -0.01, -0.02, 1

# The listing picks up; the 2 compounds before the break are reprinted first.
entry	mol	CHT block	Kir21 block	KCNQ2 block
29	CCN(C(=O)Cn1c(=O)oc2ccccc21)c1cccc(C(F)(F)F)c1	i	-0.5	i
30	Clc1ccc(Cc2ccccc2)nn1	i	0.17	i
31	N#CC1(NC(=O)COc2ccccc2[N+](=O)[O-])CCCCC1	i	1.1	i
32	CCCCNC(=O)c1ccccc1NC(=O)CCC	i	0.59	i
33	O=C(NNC1=NS(=O)(=O)c2ccccc21)c1cccc([N+](=O)[O-])c1	i	0.45	i
34	COc1cc(CCCN2C(=O)C(=O)NC[C@@H]2c2ccccc2)cc(OC)c1OC	i	-0.45	i
35	CCOC(=O)/C(C#N)=C/c1ccc(OC)c(OC)c1	i	0.36	i
36	Cc1n[nH]c(C)c1SCC(=O)Nc1ccc(F)cc1	i	0.23	i
37	COc1ccc(N2CC(C(=O)NC3=NCCS3)CC2=O)cc1 (configuration not stated)	i	-0.01	i
38	O=C(CC1OCC2CCCN2C1=O)Nc1ccc([N+](=O)[O-])cc1 (configuration not stated)	i	0.49	i
39	COC(=O)C1CN(S(=O)(=O)c2ccc(NC(C)=O)cc2)CCS1 (configuration not stated)	i	0.32	i
40	CCOc1ccc(NC(=O)CCC(=O)c2ccc(Br)cc2)cc1	i	0.88	i
41	COc1cc(CNC(=O)C2CCCC2)cc(OC)c1OC	i	-0.99	i
42	O=C(COC(=O)CSc1ccc([N+](=O)[O-])cc1)NCCCc1ccccc1	i	1.2	i
43	Cc1nc2ccccc2nc1CN1CCN(Cc2ccc(F)c(F)c2)C(CCO)C1 (configuration not stated)	i	-0.41	i
44	CCOC(=O)c1ccc(N=C2SC(C(=O)Nc3ccc(C(=O)O)cc3)CC(=O)N2Cc2cccs2)cc1 (configuration not stated)	i	1.9	i
45	CCC1(C)Cc2ccccc2-c2nc(SCC(N)=O)[nH]c(=O)c21 (configuration not stated)	i	1.1	i
46	Cc1cc(C)nc(N2CCCC(C(=O)NCC(c3ccccc3)c3ccccc3)C2)n1 (configuration not stated)	i	-1.1	i
47	C=CCn1c(C)c(C(C)=O)c(N2CCOCC2)nc1=S	i	-0.23	i
48	Cc1cc(Br)c(NC(=O)Cn2c([N+](=O)[O-])cnc2C)cc1C	i	2.2	i
49	COc1cc(C)nc(NCc2ccccc2)n1	i	1.4	i
50	COc1ccc(C)cc1NC(=O)c1ccc(OC(F)F)cc1	i	0.5	i
51	CN(C)CCN1C(=O)C2C(C(=O)Nc3cc(Cl)cc(Cl)c3)C3C=CC2(O3)C1C(=O)NC1CCCCC1 (configuration not stated)	i	-1.8	i
52	Cc1ccc(/C=N\NC(=O)Cc2cccn2C)o1	i	-0.35	i
53	COc1cccc(OC)c1C(=O)Nc1ccc2c3c(cccc13)CC2	i	2	i
54	Cc1cccc(CS(=O)(=O)c2cn(CC(=O)N3CCOCC3)c3ccccc23)c1	i	-0.93	i
55	CC(C)CCNC(=O)CCCOc1ccccc1	i	-0.55	i
56	CC1CCCC(C)N1/N=C/c1ccc(Cl)cc1 (configuration not stated)	i	0.04	i
57	O=C(O)CCc1n[nH]c(=S)[nH]c1=O	i	-0.59	i
58	O=C(O)c1cccc2c1C(=O)c1ccccc1C2=O	i	1.2	i
59	O=S(=O)(NC1CCCC1)c1ccc(-n2cnnn2)cc1	i	0	i
60	Cc1ccc(C(=O)CNc2ccc(C)cc2C)cc1	i	-0.07	i

# (further entries)
entry	mol	CHT block	Kir21 block	KCNQ2 block
61	CCN(c1ccc(NS(=O)(=O)c2cc(Cl)ccc2Cl)cc1)C(C)C	i	-2.8	i
62	COc1ccc(CNC(=O)c2cc(=O)c3ccc(C)c(C)c3o2)cc1	i	-0.08	i
63	S=c1[nH]nc(-c2ccc(Br)cc2)n1Cc1ccco1	i	-0.47	i
64	O=C(CSc1nnnn1-c1ccc(F)cc1)NNC(=O)c1ccco1	i	-0.05	i
65	COc1cccc(CNC(=O)CC(NC(C)=O)c2ccccc2)c1 (configuration not stated)	i	0.15	i
66	COc1ccc(OC)c(NC(=O)c2cc(S(=O)(=O)NCc3ccco3)ccc2F)c1	i	0.7	i
67	O=C(Nn1cnc2ccccc2c1=O)c1ccc(Br)cc1	i	0.81	i
68	NC(=NC(=O)c1ccc(Cl)cc1)N1N=CCC1c1ccccc1 (configuration not stated)	i	-0.22	i
69	O=C(CN1CCN(Cc2ccccc2)CC1)N/N=C/c1cccnc1	i	0	i
70	O=C(Nc1nnc(SCc2ccccc2Cl)s1)c1cccc([N+](=O)[O-])c1	i	0.01	i
71	Fc1ccc(-c2n[nH]c(=S)n2/N=C/c2c[nH]c3ccccc23)cc1	i	-0.33	i
72	COc1ccc([N+](=O)[O-])cc1NS(=O)(=O)c1ccc(C)cc1	i	0.05	i
73	CCN(CC)CCC(=O)N1c2ccccc2Sc2ccc(Cl)cc21	i	-1	i
74	COc1ccc2c(=O)c(-c3ccc(OC)c(OC)c3)coc2c1	i	-0.24	i
75	Cc1c(C(=O)N/N=C/c2ccc(O)cc2)sc(=S)n1C	i	-0.77	i
76	CCOc1ccc(NC(=O)CSc2nnc(-c3ccoc3C)n2CC2CCCO2)cc1 (configuration not stated)	i	0.3	i
77	COc1ccc(CNC(=O)C2CCN(S(C)(=O)=O)CC2)cc1	i	0.67	i
78	Cc1csc(SCC(=O)NCCc2ccc(Cl)cc2Cl)n1	i	-1	i
79	CCc1c(O)nc(SCC(=O)Nc2ccc(Br)cc2)n(-c2ccc(C)cc2)c1=O	i	-1.2	i
80	CN(C)S(=O)(=O)c1ccc(C(=O)OCC(=O)NC(=O)NCc2ccccc2)cc1	i	1.2	i
81	O=[N+]([O-])c1ccc(S(=O)(=O)NCC2COc3ccccc3O2)cc1 (configuration not stated)	i	-2.3	i
82	Cn1ccnc1Sc1ccc(C=O)cc1[N+](=O)[O-]	-6.3*	1.2	i
83	CN(C(=O)c1cc2c(=O)n3ccccc3nc2n1C)C1CCCCC1	i	1.3	i
84	O=C(CCNC(=O)c1ccc([N+](=O)[O-])cc1)Nc1ccc(N2CCOCC2)cc1N1CCOCC1	i	-0.01	i
85	COc1ccc(C(CCNC(C)c2ccccc2)C(C)C)cc1 (configuration not stated)	i	-11*	i
86	COc1ccccc1CC(=O)N1CCN(c2ccc(F)cc2)CC1	i	-0.01	i
87	CCOc1ncccc1C(=O)N1CCCSC1=Nc1ccc(C(C)=O)cc1	i	-0.06	i
88	N#Cc1ccc(Cl)cc1NC(=O)COC(=O)c1ccc(S(=O)(=O)N2CCCC2)cc1	i	-0.44	i
89	O=C(Nc1ccccn1)NC1CCS(=O)(=O)C1 (configuration not stated)	i	-0.03	i
90	CC(=O)NCCC(=O)Nc1ccc(F)cc1C	i	-0.68	i

# Compound profiles, as listed above. Screens in order: CHT block | Kir21 block | KCNQ2 block
# Fc1ccc(-c2n[nH]c(=S)n2/N=C/c2c[nH]c3ccccc23)cc1 reads i | -0.33 | i
# NC(=NC(=O)c1ccc(Cl)cc1)N1N=CCC1c1ccccc1 (configuration not stated) reads i | -0.22 | i
# O=C(CN1CCN(Cc2ccccc2)CC1)N/N=C/c1cccnc1 reads i | 0 | i

# Other structures
entry	mol	CHT block	Kir21 block	KCNQ2 block
91	O=C(Nc1c2c(nn1-c1ccc(Cl)cc1)CS(=O)(=O)C2)c1ccc2c(c1)OCO2	i	0.15	i
92	CN(c1ccccc1C(=O)Nc1ccc2c(c1)n(C)c(=O)n2C)S(C)(=O)=O	i	0.64	i
93	CC1CN(S(=O)(=O)c2ccc(C(=O)Nc3sccc3C(N)=O)cc2)CC(C)O1 (configuration not stated)	i	-0.01	i
94	CC[C@@]1(c2ccccc2OC)C(=O)N(C(=O)OC)N1C(=O)OC	i	-0.02	i
95	CCN1CCCC1CNc1ccc(S(C)(=O)=O)cc1[N+](=O)[O-] (configuration not stated)	i	-0.21	i
96	O=C(N/N=C\C=C\c1ccc2c(c1)OCO2)c1ccc(F)cc1	i	-0.77	i
97	CCCCOc1ccc(N(CC(=O)NCC2CCCO2)C(=O)CCC(=O)Nc2nccs2)cc1 (configuration not stated)	i	0.02	i
98	CCCn1c(C)cc(C(=O)COc2ncnc3sccc23)c1C	i	1.4	i
99	C/C(=N/OCO/N=C(\C)c1ccc(F)cc1F)c1ccc(F)cc1F	i	0.88	i
100	COc1ccc(OC)c(S(=O)(=O)N(C)CC(=O)Nc2ccccc2OC)c1	i	-0.65	i
101	CC(C)(C)C(=O)NCCCNc1ccc([N+](=O)[O-])cc1	i	1.5	i
102	CC1=CC(C)(C)NC(=S)N1c1ccccc1	i	0.08	i
103	Fc1cccc(NC(=S)N2CCn3cccc3C2c2cccnc2)c1 (configuration not stated)	i	0.02	i
104	COc1ccc(CN(CC(=O)NCCC(C)C)C(=O)CCC(=O)Nc2nccs2)cc1	i	-0.75	i
105	CN1N=C2c3ccccc3CCC2C1c1ccc(F)cc1 (configuration not stated)	i	0.01	i
106	CC[C@H](C)[C@H](NC(N)=O)C(=O)NCCc1ccc(OC)cc1	i	1	i
107	NS(=O)(=O)c1ccc(NC(=S)NC2CCCCC2)cc1	i	-0.29	i
108	C=CCOc1ccc(CNn2nnnc2N)cc1	i	-0.89	i
109	OCCN1CCN(CC(O)COCc2ccc3c(c2)OCO3)CC1 (configuration not stated)	i	0.77	i
110	COc1ccccc1NC(=S)NNC(=O)c1cc(C)n(C)n1	i	-1	i
111	Cc1nn(C)c(C)c1/C=C(/C(=O)C(C)(C)C)n1cncn1	i	-0.08	i
112	CN(C(=O)c1cc(COc2ccc(F)c(F)c2)on1)C1CCOC1 (configuration not stated)	i	-0.49	i
113	O=C(CSc1nc(O)cc(=O)n1-c1ccccc1)Nc1nc2ccccc2s1	i	-1.5	i
114	O=C(NCCCO)c1c(O)c2cccc3c2n(c1=O)CCC3	i	1.5	i
115	CC(C)(C)C(=O)NC(=S)NNC(=O)C(c1ccccc1)c1ccccc1	-6.6*	-1.4	i
